Source: PubChem (National Center for Advancing Translational Sciences (NCATS))
AT treatment: potential ataxia-telangiectasia treatments restoring KAP-1 phosphorylation | 320,000 tested, 0.19% active | […] A-T fibroblasts, KAP-1 phosphorylation AlphaLISA; neocarzinostatin DNA damage 30 min before lysis | Potency, µM (doses to about 57.5 µM), for the others: top-dose activation, usual class: activators | AID 485349; note: potency is the fitted concentration of half-maximal effect; % of control where 0% means no effect; nearly all actives have a fitted effect of over 45% in size
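ATM-like activity read as KAP-1 phosphorylation via AlphaLISA donor/acceptor antibody pairs after lysis and 6 hr at 25C. Cells were ATM-null patient fibroblasts ([…], hTERT), dosed 60 min, then exposed to the DSB inducer NCS for 30 min.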
Chronic BCR inh: inhibitors of chronic active B-cell receptor signaling | AID 493014 | ABC-DLBCL IkBa-CBG/CBR reporter, luminescence ratio, 4 h | 340,000 tested, 0.05% active | Potency, µM (top dose mostly 46.1 µM), inactives show at the highest dose ratio change, negative = lower green/red ratio, usual class: inhibitors; active = well fitted inhibition curve with a large enough effect in the signal ratio, with a control signal flat, not every such curve was filed as active; inconclusive = small, poorly fitted or top-dose-only effect, or effect the other way, or a change in a side signal; the % refers to the signal ratio;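 note: potency is the fitted concentration of half-maximal effect; plate controls were basal doxycycline-induced cells for no effect and cells given 10 µM MG132 for full effect; MG132 reads +100%, hits lower the ratio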
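TMD8 human ABC-DLBCL cells with doxycycline-inducible IκBα–green luciferase fusion and unfused red luciferase, in 0.5% FBS medium; compounds up to 46 uM, 4 h at 37C. Green/red luminescence ratio, filter-overlap corrected, fitted to concentration-response curves.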
Giardia kill: kills Giardia lamblia; Giardia lamblia trophozoite viability; activity change, % at 7.66 µM, hits read low; 340,000 tested, 0.15% active; AID 540267; in the data active = activity change below about -80%; inconclusive = between about -30% and that limit;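 note: parasites exposed to compound for two days anaerobically before the ATP read; % is set by controls: 0 for no effect and ±100 for the full control effect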
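Giardia trophozoites, 100 cells per well, were exposed to compounds for 48 hrs at 37 deg C under anaerobic conditions; viability was then read as ATP content by bioluminescence after 15-30 min at room temperature.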
Tb PFK block: T. brucei PFK enzyme inhibition; O15648; T. brucei PFK, ADP-Glo luminescence; Potency, µM (titrated, usually from 57.5 µM), for the others: top-dose activity, negative = inhibition, hits mostly inhibitors; 330,000 tested, 0.17% active;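 note: potency is the fitted concentration of half-maximal effect; 0% = uninhibited 1x PFK enzyme wells and -100% = no-enzyme wells; nearly all actives have a fitted effect of over 60% in size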
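Activity is normalized to no-enzyme wells (full inhibition) and 1.25 nM enzyme wells (no inhibition). Reaction: 0.5 mM F6P, 0.1 mM ATP, 45 min RT, ADP-Glo luminescence; concentration-response curves fitted and classed by quality.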
KCNH2 WT inh: inhibitors of human wildtype KCNH2 potassium channel | Q12809 | U2OS, BacMam KCNH2, thallium flux FluxOr; hits give low values | activity change, % at 1.84 µM | 340,000 tested, 0.37% active;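 active = maximum activity change below -70%; inconclusive = maximum activity change between -70% and -50%; inactive = maximum activity change above -50%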; note: % is set by controls: 0 for no effect and ±100 for the full control effect
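U2OS cells were transduced with wild-type KCNH2 virus (2.03 x 10^8 / mL) for 4 h at room temperature, then cultured overnight at 37 C. Thallium flux was read with FluxOr dye. Rate constants were normalized to DMSO controls.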
FBPA coupling cs: counter-screen for Giardia aldolase inhibitors: coupling enzyme system; coupling enzyme system counterscreen, AmpLite Red fluorescence; activity change, negative = inhibition, % at 58.2 µM, hits read low; 290,000 tested, 0.67% active; in the data active = activity change below about -30%; note: % is set by controls: 0 for no effect and ±100 for the full control effect
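Counterscreen of the coupled detection system alone, without aldolase: glyceraldehyde-3-phosphate coupling enzymes plus AmpLite Red readout. Compounds at 57.5 uM final, 10 min RT preincubation, 20 min RT reaction, fluorescence 525/598 nm.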
TSHR antag: antagonists of human thyroid stimulating hormone receptor; P16473; TSHR-expressing cells, TSH-stimulated cAMP HTRF, 2 h; hits give low values; activity change, negative = inhibition, % at 11.5 µM; 330,000 tested, 0.2% active; AID 504810;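 active = activity change below a set negative limit, meaning inhibition stronger than a set level, cut at about -70% in these data; inconclusive = activity change between two set negative limits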; note: % is set by controls: 0 for no effect and ±100 for the full control effect
Target sequence (P16473 whole entry, looked up): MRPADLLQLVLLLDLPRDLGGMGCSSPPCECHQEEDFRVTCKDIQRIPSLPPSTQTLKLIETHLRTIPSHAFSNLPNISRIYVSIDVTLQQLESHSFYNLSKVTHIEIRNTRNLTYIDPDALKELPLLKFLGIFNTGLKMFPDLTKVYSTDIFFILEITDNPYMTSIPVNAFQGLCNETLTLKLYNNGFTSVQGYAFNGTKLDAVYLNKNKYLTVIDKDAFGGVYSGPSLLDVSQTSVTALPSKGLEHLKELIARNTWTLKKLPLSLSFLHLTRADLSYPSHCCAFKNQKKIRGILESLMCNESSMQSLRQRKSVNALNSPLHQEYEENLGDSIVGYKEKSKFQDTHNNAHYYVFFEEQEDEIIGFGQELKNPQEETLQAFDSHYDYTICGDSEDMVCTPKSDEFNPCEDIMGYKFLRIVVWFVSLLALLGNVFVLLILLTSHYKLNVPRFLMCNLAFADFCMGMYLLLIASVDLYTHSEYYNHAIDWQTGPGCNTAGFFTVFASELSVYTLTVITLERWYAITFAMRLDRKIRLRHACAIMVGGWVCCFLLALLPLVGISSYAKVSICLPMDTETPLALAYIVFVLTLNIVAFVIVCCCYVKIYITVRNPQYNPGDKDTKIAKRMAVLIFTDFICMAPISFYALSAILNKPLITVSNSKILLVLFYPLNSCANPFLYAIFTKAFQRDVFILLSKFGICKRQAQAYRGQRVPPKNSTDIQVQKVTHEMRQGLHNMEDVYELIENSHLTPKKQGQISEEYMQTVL
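Antagonism was scored as loss of TSH-driven cAMP in TSHR cells, stimulated with 4nM TSH (EC80) for 2 hours at 37 deg C and detected by homogeneous HTRF competition immunoassay.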
CXXC DNA block: inhibitors of human MLL CXXC domain-DNA interaction. Q03164. MLL-CXXC / FITC-HOXA9 DNA fluorescence polarization. Potency, µM (highest dose often 115 µM), without a hit: at the top dose activity change, negative = inhibition, most hits filed as inhibitors. 290,000 tested, 0.037% active. AID 2662; active = well fitted inhibition curve with a large enough effect in the polarisation, with a control signal flat, not every such curve was filed as active; inconclusive = small, poorly fitted or top-dose-only effect, or effect the other way, or a change in a side signal; inactive = no such curve, though single readings can be large or run the other way; the % refers to the polarisation; note: potency is the fitted concentration of half-maximal effect
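Purified MLL-CXXC (added from a 7 uM solution) was preincubated 5 min at ambient with pinned compounds in 50 mM Tris-HCl pH 7.5, 50 mM NaCl, 1 mM DTT, 0.05% BSA. Fluorescein-labeled HOX-A9 DNA (50 nM solution) followed, 30 min, then polarization read.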
TCR activator: T cell receptor activation. primary human leukocytes, anti-CD3, IL-2 HTRF, 48 h. Potency, µM (series often up to 9.22 µM), inactives show at the top dose activation of IL-2 secretion, hits mostly activators. 330,000 tested, under 10 active. AID 504894; note: % of control where 0% means no effect
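TCR engagement came from a-CD3 beads alone, with compounds added to primary human leukocytes for 48 hr. Secreted IL-2 bridged europium cryptate- and d2-labelled anti-IL-2 antibodies, giving FRET emission at 665nm after 320nm excitation.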
GALK inh: inhibitors of human galactokinase | P51570 | Purified GALK, Kinase-Glo residual ATP luminescence | Potency, µM (top dose mostly 57.5 µM), for inactives: at the top dose activity change, negative = inhibition, most hits filed as inhibitors | 270,000 tested, 0.007% active | AID 1868; note: potency is the fitted concentration of half-maximal effect; % is set by controls: 0 for no effect and ±100 for the full control effect
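Kinase-Glo Plus luminescence measured ATP left after a 1 h room-temperature reaction. The reaction used 5 nM GALK, 100 uM galactose and 35 uM ATP at pH 8.0 (20 mM HEPES, 5 mM MgCl2, 60 mM NaCl, 1 mM DTT, 0.01% BSA).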
* = called active by the depositor; [ ] = another dose, or the depositor's remark. Unless noted, calls come from the whole dose curve; as a rule, active = well fitted curve in the direction sought with a large enough effect; inconclusive = small, poorly fitted or top-dose-only effect, or another doubt; inactive = no such curve, though single readings can be large; an effect the other way counts as inactive or inconclusive.

Cc1c(C(=O)N2CCOCC2)[nH]c2c1C(=O)CC(c1ccc(Cl)cc1)C2 (stereo not drawn) was read as AT treatment -3%, Chronic BCR inh inconclusive, Giardia kill -11, Tb PFK block 1%, KCNH2 WT inh -10, FBPA coupling cs 0, TSHR antag -8, CXXC DNA block 14%, TCR activator -13% and GALK inh -1%.
Screening CC1(C)Cc2ccccc2-c2c1c(=O)n(Cc1ccccc1)c1nnnn21 returned AT treatment 5%, Chronic BCR inh 4%, Giardia kill 9, Tb PFK block -1%, KCNH2 WT inh 9, FBPA coupling cs -2, TSHR antag -15, CXXC DNA block 1%, TCR activator 4%[46.1 µM] and GALK inh -4%.
`C[C@@H](NC(=O)c1nc[nH]c1C(=O)NCc1ccccc1)c1ccccc1` gave AT treatment 9%, Chronic BCR inh 0%, Giardia kill 10, Tb PFK block 2%, TSHR antag -22 and TCR activator 2%.
`C=C(C)Cc1c(C)nc(-c2ccccc2)[nH]c1=O` gave AT treatment 1%, Chronic BCR inh 4%, Giardia kill 4, Tb PFK block -8%, KCNH2 WT inh 1, FBPA coupling cs 0, TSHR antag 2, CXXC DNA block -8%, TCR activator -2%[46.1 µM] and GALK inh -1%.
For COc1cc2c(cc1OC)C(c1c(Cl)cccc1Cl)NC(=O)C2 (stereo not drawn) the results were AT treatment 6%, Chronic BCR inh -6%, Giardia kill -12, Tb PFK block 3%, KCNH2 WT inh 6, FBPA coupling cs 3, TSHR antag -19, CXXC DNA block -3%, TCR activator 1% and GALK inh -2%.
Screening Cc1ccc(S(=O)(=O)CC2CSc3nc4ccccc4n32)cc1 (stereo not drawn) returned AT treatment 2%, Chronic BCR inh 10%, Giardia kill -9, Tb PFK block -9%, KCNH2 WT inh -2, FBPA coupling cs 7, TSHR antag -36, CXXC DNA block 2%, TCR activator -5% and GALK inh 2%.
Screening CC(C)N(C(=O)CSc1nc2ccccc2n1Cc1ccccc1)C(C)C returned AT treatment -2%, Chronic BCR inh 1%, Giardia kill 0, Tb PFK block 3%, KCNH2 WT inh -6, FBPA coupling cs 1, TSHR antag -13, CXXC DNA block 12%, TCR activator -2%[46.1 µM] and GALK inh -3%.
`CC(C)N(C(=O)[C@H]1C[C@H](CC(=O)NCCC2=CCCCC2)C(=O)N2CCc3c([nH]c4cc(-c5ccco5)ccc34)[C@]12C)C(C)C` gave AT treatment 3%, Chronic BCR inh 1%, Giardia kill 1, Tb PFK block 0%, KCNH2 WT inh 4, TSHR antag -10 and TCR activator 3%[46.1 µM].
Screening COc1ccc(CCNC(=O)COc2ccc(-c3ccc(C)cc3)cc2)cc1OC returned AT treatment -1%, Chronic BCR inh -1%, Giardia kill 0, Tb PFK block -2%, KCNH2 WT inh -9, FBPA coupling cs 0, TSHR antag -3, CXXC DNA block 9%, TCR activator 4% and GALK inh -2%.
For CC(=O)Nc1ccc(C(=O)NC2CCSc3ccccc32)cc1 (stereo not drawn) the results were AT treatment 2%, Chronic BCR inh -1%, Giardia kill 23, Tb PFK block 4%, KCNH2 WT inh 10, FBPA coupling cs -5, TSHR antag -13, CXXC DNA block -1%, TCR activator -1% and GALK inh -1%.
Screening Cn1cc(S(=O)(=O)Nc2cccc3ccccc23)c(=O)n(C)c1=O returned AT treatment 3%, Chronic BCR inh 0%, Giardia kill -6, Tb PFK block 0%, KCNH2 WT inh 7, FBPA coupling cs 3, TSHR antag -2, CXXC DNA block 5%, TCR activator -1% and GALK inh -2%.
Screening COc1ccc(CCn2c(=N)c(C(=O)NCC3CCCO3)cc3c(=O)n4ccccc4nc32)cc1 (stereo not drawn) returned AT treatment 4%, Chronic BCR inh -4%, Giardia kill -21, Tb PFK block 1%, KCNH2 WT inh inconclusive, TSHR antag 3, CXXC DNA block 3%, TCR activator -3% and GALK inh 3%.
For COCC(=O)N(CCc1ccccc1)Cc1cc2cc(C)ccc2nc1Cl the results were AT treatment 9%, Chronic BCR inh -8%, Giardia kill -18, Tb PFK block 4%, KCNH2 WT inh -9, FBPA coupling cs -1, TSHR antag 5, CXXC DNA block 0%, TCR activator -4% and GALK inh 1%.
`CCCCNS(=O)(=O)c1ccc(NC(=O)C(Sc2ccccc2)c2ccccc2)cc1` (stereo not drawn) gave AT treatment -7%, Chronic BCR inh 2%, Giardia kill -6, Tb PFK block 5%, KCNH2 WT inh -1, FBPA coupling cs -3, TSHR antag 11, CXXC DNA block inconclusive, TCR activator -3% and GALK inh 2%.
Cc1c(Cl)cccc1-n1nnnc1-c1cccs1 was read as AT treatment 3%, Chronic BCR inh -9%, Giardia kill -3, Tb PFK block -2%, KCNH2 WT inh -8, FBPA coupling cs 1, TSHR antag -23, CXXC DNA block -2%, TCR activator -3% and GALK inh 0%.

3 compounds from above, arranged by molecular weight, highest first:
`CC(C)N(C(=O)[C@H]1C[C@H](CC(=O)NCCC2=CCCCC2)C(=O)N2CCc3c([nH]c4cc(-c5ccco5)ccc34)[C@]12C)C(C)C` gave AT treatment 3%, Chronic BCR inh 1%, Giardia kill 1, Tb PFK block 0%, KCNH2 WT inh 4, TSHR antag -10 and TCR activator 3%[46.1 µM].
For COCC(=O)N(CCc1ccccc1)Cc1cc2cc(C)ccc2nc1Cl the results were AT treatment 9%, Chronic BCR inh -8%, Giardia kill -18, Tb PFK block 4%, KCNH2 WT inh -9, FBPA coupling cs -1, TSHR antag 5, CXXC DNA block 0%, TCR activator -4% and GALK inh 1%.
For COc1cc2c(cc1OC)C(c1c(Cl)cccc1Cl)NC(=O)C2 (stereo not drawn) the results were AT treatment 6%, Chronic BCR inh -6%, Giardia kill -12, Tb PFK block 3%, KCNH2 WT inh 6, FBPA coupling cs 3, TSHR antag -19, CXXC DNA block -3%, TCR activator 1% and GALK inh -2%.

(cont.)
For COc1ccc(NC(=O)Nc2ccc3oc(C)nc3c2)cc1 the results were AT treatment -5%[11.5 µM], Chronic BCR inh 10%, Giardia kill -13, Tb PFK block -6%, KCNH2 WT inh 6, FBPA coupling cs -1, TSHR antag -7, CXXC DNA block -23%, TCR activator -4% and GALK inh 5%.
`CN(C(=O)COC(=O)c1cccc(S(=O)(=O)N(C)c2ccccc2)c1)C1CCCCC1` gave AT treatment 0%, Chronic BCR inh 1%, Giardia kill -13, Tb PFK block 0%, KCNH2 WT inh 0, TSHR antag -16 and TCR activator -5%.
For C[C@@]12C(=O)N(Cc3ccc(F)cc3)CC(=O)N1[C@H]1c3cc(Cl)ccc3OC[C@@H]1[C@@H]2c1ccccc1 the results were AT treatment 6%, Chronic BCR inh 6%, Giardia kill 4, Tb PFK block 7%, KCNH2 WT inh -1, TSHR antag -6 and TCR activator 3%.
CCN(CC)CCn1c(SCC(=O)NCc2ccccc2)nc2c(sc3ccccc32)c1=O was read as AT treatment 1%, Chronic BCR inh -5%, Giardia kill 15, Tb PFK block 1%, KCNH2 WT inh 4, FBPA coupling cs 3, TSHR antag 0, CXXC DNA block 5%, TCR activator -1% and GALK inh 4%.
`O=C(CSc1nc2ccccc2[nH]1)c1c[nH]c2ccccc12` gave AT treatment 2%, Chronic BCR inh inconclusive, Giardia kill 11, Tb PFK block 1%, KCNH2 WT inh -4, FBPA coupling cs 8, TSHR antag 2, CXXC DNA block -2%, TCR activator 5% and GALK inh 1%.
`CN(CC(=O)Nc1ccccc1Br)C(=O)CCc1ccccc1` gave AT treatment 0%, Chronic BCR inh 0%, Giardia kill -12, Tb PFK block -5%, KCNH2 WT inh -8, FBPA coupling cs 1, TSHR antag -8, CXXC DNA block -5%, TCR activator -3% and GALK inh -2%.
O=C(N/N=C/c1cccc([N+](=O)[O-])c1)c1cc[n+](CCO)cc1 was read as AT treatment 10%, Chronic BCR inh -2%, Giardia kill -23, Tb PFK block 1%, KCNH2 WT inh 4, FBPA coupling cs 1, TSHR antag 37, CXXC DNA block 1%, TCR activator -2% and GALK inh -7%.
For CC(=O)c1ccc(N2CCN(C(=O)Cn3cnc(S(=O)(=O)N4CCCCC4)c3)CC2)cc1 the results were AT treatment 14%, Chronic BCR inh 0%, Giardia kill 16, Tb PFK block 1%, KCNH2 WT inh 2, TSHR antag -18, CXXC DNA block 0%, TCR activator 2% and GALK inh -1%.
For Cc1ccc2c(c1)N(CCCC(=O)NCC1COc3ccccc3O1)C(=O)CO2 (stereo not drawn) the results were AT treatment 13%, Chronic BCR inh -1%, Giardia kill -5, Tb PFK block -3%[0.46 µM], KCNH2 WT inh -3, FBPA coupling cs 7, TSHR antag 0, CXXC DNA block 3%, TCR activator 1% and GALK inh 1%.
